T cruzi HTS = blocks T. cruzi growth inside host cells | intracellular Trypanosoma cruzi in host cells, plate reader | activity score (inhibition), % at 5.01 µM | actives 4.9% (n = 22,000); in the data active means activity score above about 55%;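 further: parasites and compound incubated about four days before reading; 0% = median of neutral control wells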
INS-1E rescue = INS-1E beta cell protection from cytokine death; actives 0.1% (n = 20,000); INS-1E cytokine-induced death, ATP luminescence, 48 h; normalised: neutral wells 0, positive control 100; AID 488910; protection from cytokine-induced ATP loss, % at 10 µM;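 active means mean replicate protection from cytokine-induced ATP loss at least 50% and at least 75% of replicates each reaching 50%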
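Assay system: INS-1E rat cells / Quantity: 8000 cells per well / Medium: RPMI without phenol red, 5% FBS / Probe or stimulus: three-cytokine cocktail (IFN-γ, TNF-α, IL-1β) / Dosing: one compound concentration, pin transfer / Timing: 48 h co-treatment, 10 min post-lysis read / Technique: CellTiter-Glo luminescence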
Numbers without * were called inactive; x = no result given. No enrichment for hits. About 5.1% of those tested had a hit in this group.

| compound | T cruzi HTS | INS-1E rescue |
| --- | --- | --- |
| C[C@@H]1CN([C@H](C)CO)C(=O)c2cc(NC(=O)Cn3cnnn3)ccc2O[C@@H]1CN(C)CC1CC1 | -8.6 | 6.6 |
| C[C@@H]1CN([C@H](C)CO)C(=O)Cc2cc(NC(=O)Nc3ccc4c(c3)OCO4)ccc2O[C@@H]1CN(C)Cc1ccc(C(=O)O)cc1 | x | -1.1 |
| COc1ccc(S(=O)(=O)N(C)C[C@@H]2Oc3c(NC(=O)CCCCCC(=O)Nc4ccccc4N)cccc3C(=O)N([C@@H](C)CO)C[C@@H]2C)cc1 | -10.2 | -11.7 |
| C[C@@H]1CN([C@@H](C)CO)C(=O)CCCn2nncc2CO[C@H]1CN(C)Cc1ccc2cccnc2c1 | 6.8 | x |
| Cc1ccc(S(=O)(=O)N(C)C[C@H]2Oc3c(NC(=O)Nc4ccccc4)cccc3C(=O)N([C@H](C)CO)C[C@H]2C)cc1 | 8.9 | -11.2 |
| C[C@H]1CN([C@@H](C)CO)C(=O)c2cc(NC(=O)c3ccncc3)ccc2O[C@H]1CN(C)S(=O)(=O)c1ccc(Cl)cc1 | -12.2 | 12.6 |
| CNC[C@H]1Oc2ccc(NC(=O)Nc3ccc(OC)cc3)cc2C(=O)N([C@H](C)CO)C[C@@H]1C | 1.4 | 7.2 |
| COc1ccc(S(=O)(=O)Nc2ccc3c(c2)CC(=O)N([C@H](C)CO)C[C@H](C)[C@H](CN(C)C(=O)Nc2cccc4ccccc24)O3)cc1 | -3.2 | 4.9 |
| C[C@@H]1CN([C@H](C)CO)C(=O)Cc2cc(N(C)C)ccc2O[C@@H]1CN(C)C(=O)Nc1ccc2c(c1)OCO2 | -10.6 | 4.3 |
| C[C@@H]1CN([C@@H](C)CO)C(=O)CCCn2nncc2CO[C@H]1CN(C)Cc1ccc2c(c1)OCO2 | -5.4 | -0.6 |
| CNC[C@@H]1Oc2c(NS(=O)(=O)c3ccc(F)cc3)cccc2C(=O)N([C@H](C)CO)C[C@H]1C | -3.7 | 4.0 |
| CNC[C@@H]1Oc2c(NC(=O)c3cc(C)nn3C)cccc2C(=O)N([C@H](C)CO)C[C@H]1C | -13.0 | 8.9 |
| Cc1noc(C)c1S(=O)(=O)N(C)C[C@H]1Oc2c(NS(=O)(=O)c3ccccc3)cccc2C(=O)N([C@@H](C)CO)C[C@H]1C | 3.4 | 8.6 |
| C[C@H]1CN([C@@H](C)CO)C(=O)Cc2cc(NC(=O)Nc3ccc4c(c3)OCO4)ccc2O[C@H]1CN(C)Cc1ccc(C(=O)O)cc1 | -12.4 | 2.2 |
| C[C@@H]1CCCCO[C@H](CN(C)C(=O)CCC(F)(F)F)[C@@H](C)CN([C@H](C)CO)C(=O)c2cc(NC(=O)NC3CCCCC3)ccc2O1 | -3.7 | 13.0 |

Brought forward from above: 2 entries, followed by the next part.
| compound | T cruzi HTS | INS-1E rescue |
| --- | --- | --- |
| C[C@H]1CN([C@@H](C)CO)C(=O)Cc2cc(NC(=O)Nc3ccc4c(c3)OCO4)ccc2O[C@H]1CN(C)Cc1ccc(C(=O)O)cc1 | -12.4 | 2.2 |
| C[C@@H]1CCCCO[C@H](CN(C)C(=O)CCC(F)(F)F)[C@@H](C)CN([C@H](C)CO)C(=O)c2cc(NC(=O)NC3CCCCC3)ccc2O1 | -3.7 | 13.0 |
| COc1ccccc1NC(=O)N(C)C[C@H]1OCc2cnnn2CCCC(=O)N([C@H](C)CO)C[C@H]1C | -18.8 | x |
| C[C@H](CO)N1C[C@H](C)[C@H](CN(C)CC2CCCCC2)Oc2ccc(NC(=O)C3CC3)cc2C1=O | -19.6 | -4.5 |
| C[C@H](CO)N1C[C@H](C)[C@H](CN(C)C(=O)Nc2cccc3ccccc23)Oc2c(NC(=O)c3nc4ccccc4s3)cccc2C1=O | 8.0 | -14.0 |
| CNC[C@@H]1Oc2ccc(NS(C)(=O)=O)cc2CC(=O)N([C@@H](C)CO)C[C@@H]1C | -25.0 | 12.9 |
| COc1ccc(NC(=O)N(C)C[C@H]2Oc3ccc(NC(=O)Nc4ccc(F)cc4)cc3C(=O)N([C@H](C)CO)C[C@H]2C)cc1 | -16.9 | 1.8 |
| COc1ccc(S(=O)(=O)N(C)C[C@@H]2Oc3ccc(NC(=O)Nc4c(C)noc4C)cc3C(=O)N([C@@H](C)CO)C[C@@H]2C)cc1 | -9.0 | x |
| C[C@H](CO)N1C[C@H](C)[C@H](CN(C)C(=O)Nc2ccc(C(F)(F)F)cc2)Oc2ccc(NC(=O)Cc3cn(C)c4ccccc34)cc2C1=O | 28.5 | -6.8 |
| CNC[C@@H]1OCCCC[C@@H](C)Oc2ccc(NC(=O)Nc3ccc(F)cc3)cc2C(=O)N([C@H](C)CO)C[C@@H]1C | -34.2 | 10.3 |
| C[C@@H]1CN([C@H](C)CO)C(=O)c2cccc(NS(=O)(=O)c3ccccc3)c2O[C@@H]1CN(C)Cc1ccc2c(c1)OCO2 | -4.7 | -0.9 |
| Cc1noc(C)c1NC(=O)N(C)C[C@H]1Oc2ccc(NC(=O)Nc3ccccc3)cc2C(=O)N([C@@H](C)CO)C[C@@H]1C | -10.1 | 2.9 |
| C[C@H](CO)N1C[C@H](C)[C@@H](CN(C)C(=O)Nc2cccc3ccccc23)Oc2c(NC(=O)C3CC3)cccc2C1=O | -17.3 | 12.7 |
| C[C@@H]1CCCCO[C@@H](CN(C)S(=O)(=O)c2ccccc2)[C@@H](C)CN([C@H](C)CO)C(=O)c2cc(NC(=O)Cc3ccccc3)ccc2O1 | -6.6 | -4.4 |
| Cc1ccc(S(=O)(=O)Nc2cccc3c2O[C@@H](CN(C)Cc2ccc(C(=O)O)cc2)[C@@H](C)CN([C@@H](C)CO)C3=O)cc1 | -22.3 | -0.2 |
| Cc1noc(C)c1NC(=O)N(C)C[C@H]1Oc2c(cccc2N(C)C)C(=O)N([C@@H](C)CO)C[C@@H]1C | -39.0 | 1.6 |
| C[C@H](CO)N1C[C@H](C)[C@H](CN(C)S(=O)(=O)c2cn(C)cn2)Oc2ccc(N(C)C)cc2CC1=O | -33.8 | 4.5 |
| C[C@H](CO)N1C[C@H](C)[C@H](CN(C)Cc2ccc(C(=O)O)cc2)Oc2c(NS(C)(=O)=O)cccc2C1=O | 22.7 | 8.9 |
| Cc1noc(C)c1NC(=O)N(C)C[C@H]1Oc2ccc(NC(=O)C3CC3)cc2C(=O)N([C@@H](C)CO)C[C@H]1C | -9.3 | 3.5 |
| C[C@@H]1CN([C@H](C)CO)C(=O)Cc2cc(NC(=O)c3ccncc3)ccc2O[C@@H]1CN(C)Cc1ccc(C(=O)O)cc1 | -12.2 | 11.4 |
| C[C@H](CO)N1C[C@H](C)[C@@H](CN(C)Cc2ccc(C(F)(F)F)cc2)Oc2c(NS(C)(=O)=O)cccc2C1=O | -0.8 | 2.2 |
| C[C@@H]1CN([C@H](C)CO)C(=O)CCCn2nncc2CO[C@H]1CN(C)S(=O)(=O)c1ccc2ccccc2c1 | 0.6 | x |
| C[C@H]1CN([C@@H](C)CO)C(=O)c2cccc(NC(=O)C3CCCCC3)c2O[C@H]1CN(C)Cc1ccc(Cl)c(Cl)c1 | 7.3 | -19.6 |
| C[C@@H]1CN([C@@H](C)CO)C(=O)Cc2cc(NC(=O)Nc3ccc4c(c3)OCO4)ccc2O[C@@H]1CN(C)CC1CCCCC1 | 78.2* | -17.5 |
| Cc1noc(C)c1S(=O)(=O)Nc1ccc2c(c1)CC(=O)N([C@H](C)CO)C[C@H](C)[C@H](CN(C)C(=O)Nc1ccc3c(c1)OCO3)O2 | -9.7 | 11.3 |
| C[C@H]1CN([C@@H](C)CO)C(=O)c2cccc(NS(=O)(=O)c3ccccc3)c2O[C@@H]1CN(C)C(=O)Nc1ccc(F)cc1 | -17.4 | 11.1 |
| O=C(CCCCC(=O)N/N=C/c1cccnc1Cl)NO | 2.3 | 17.0 |
| CC1=C(C/C=N/NC(=O)CCCCCCC(=O)Nc2ccccc2O)C(C)(C)CCC1 | 6.5 | 7.8 |
| Cc1noc(C)c1NC(=O)N(C)C[C@H]1Oc2ccc(NC(=O)CCN3CCOCC3)cc2CC(=O)N([C@@H](C)CO)C[C@H]1C | -21.7 | 8.7 |
| C[C@H](CO)N1C[C@H](C)[C@H](CN(C)C(=O)Nc2ccnc(N3CCOCC3)c2)OCc2cnnn2CCCC1=O | -13.8 | x |
| C[C@@H]1CN([C@@H](C)CO)C(=O)c2cc(NC(=O)CCCN(C)C)ccc2O[C@H]1CN(C)Cc1ccncc1 | -10.0 | 5.5 |
| COc1ccc(S(=O)(=O)N(C)C[C@H]2Oc3ccc(NC(=O)Cn4cnnn4)cc3C(=O)N([C@@H](C)CO)C[C@@H]2C)cc1 | -9.2 | 6.9 |

An excerpt of these results, with values under each structure.
Each structure is followed by: T cruzi HTS	INS-1E rescue
> Cc1noc(C)c1S(=O)(=O)Nc1ccc2c(c1)CC(=O)N([C@H](C)CO)C[C@H](C)[C@H](CN(C)C(=O)Nc1ccc3c(c1)OCO3)O2
  -9.7	11.3
> C[C@H](CO)N1C[C@H](C)[C@H](CN(C)Cc2ccc(C(=O)O)cc2)Oc2c(NS(C)(=O)=O)cccc2C1=O
  22.7	8.9

Additional compounds
| compound | T cruzi HTS | INS-1E rescue |
| --- | --- | --- |
| C[C@H](CO)N1C[C@H](C)[C@@H](CN(C)Cc2ccccc2)Oc2ccc(NC(=O)Nc3ccc4c(c3)OCO4)cc2C1=O | -2.0 | -3.0 |
| C[C@H]1CN([C@@H](C)CO)C(=O)Cc2cc(NS(=O)(=O)c3cn(C)cn3)ccc2O[C@H]1CN(C)Cc1ccc(Cl)c(Cl)c1 | -15.1 | 0.7 |
| C[C@H](CO)N1C[C@H](C)[C@H](CN(C)C(=O)Nc2ccccc2)Oc2ccc(N(C)C)cc2C1=O | -2.7 | -4.9 |
| C[C@H]1CN([C@@H](C)CO)C(=O)Cc2cc(NS(=O)(=O)c3ccc(F)cc3)ccc2O[C@@H]1CN(C)C | -20.5 | 8.5 |
| C[C@H]1CN([C@@H](C)CO)C(=O)Cc2cc(NC(=O)Cn3cnnn3)ccc2O[C@@H]1CN(C)Cc1ccncc1 | -15.7 | -10.5 |
| O=C(CCCCCCC(=O)Nc1ccccc1O)N/N=C/c1ccc(F)cc1 | 1.9 | -7.5 |
| Cc1ccc(S(=O)(=O)Nc2ccc3c(c2)C(=O)N([C@@H](C)CO)C[C@H](C)[C@H](CN(C)S(=O)(=O)c2cn(C)cn2)O3)cc1 | -13.9 | 5.1 |
| COc1ccc(S(=O)(=O)N(C)C[C@@H]2Oc3ccc(NC(=O)C4CCCCC4)cc3C(=O)N([C@@H](C)CO)C[C@H]2C)cc1 | -16.1 | -5.0 |
| C[C@@H]1CN([C@@H](C)CO)C(=O)Cc2cc(NC(=O)Nc3ccc(F)cc3)ccc2O[C@@H]1CN(C)S(=O)(=O)c1cn(C)cn1 | -28.5 | 18.5 |
| C[C@H](CO)N1C[C@H](C)[C@H](CN(C)C(=O)Nc2ccc(F)cc2)Oc2c(NC(=O)Nc3cccc4ccccc34)cccc2C1=O | 70.8* | -102.0 |
| C[C@H]1CN([C@@H](C)CO)C(=O)Cc2cc(NS(=O)(=O)c3ccc(F)cc3)ccc2O[C@H]1CN(C)S(=O)(=O)c1cn(C)cn1 | -22.1 | -9.2 |
| Cc1noc(C)c1NC(=O)Nc1ccc2c(c1)C(=O)N([C@H](C)CO)C[C@H](C)[C@H](CN(C)CC1CC1)OCCCC[C@@H](C)O2 | -14.0 | 1.6 |
| CNC[C@H]1Oc2ccc(NS(=O)(=O)c3cn(C)cn3)cc2CC(=O)N([C@@H](C)CO)C[C@@H]1C | -11.4 | 8.7 |
| C[C@H](CO)N1C[C@H](C)[C@@H](CN(C)C(=O)Nc2ccc3c(c2)OCO3)Oc2c(NC(=O)c3ccncc3)cccc2C1=O | -31.8 | 7.2 |
| COc1ccc(NC(=O)Nc2cccc3c2O[C@@H](CN(C)C(=O)NC(C)C)[C@H](C)CN([C@H](C)CO)C3=O)cc1 | -7.0 | 5.2 |
| C[C@@H]1CN([C@H](C)CO)C(=O)CCCn2cc(nn2)CO[C@@H]1CN(C)Cc1ccc(-c2ccccc2)cc1 | -33.1 | x |
| C[C@H]1CN([C@@H](C)CO)C(=O)c2cccc(NS(=O)(=O)c3ccccc3)c2O[C@@H]1CN(C)Cc1ccncc1 | 23.1 | 6.6 |
| C[C@H](CO)N1C[C@H](C)[C@H](CN(C)Cc2ccc(C(F)(F)F)cc2)Oc2ccc(NC(=O)Nc3ccc(C(F)(F)F)cc3)cc2CC1=O | 72.1* | -69.3 |
| C[C@H]1CN([C@@H](C)CO)C(=O)c2cc(NS(C)(=O)=O)ccc2O[C@H]1CN(C)S(=O)(=O)c1cn(C)cn1 | -18.7 | -5.1 |
| COc1ccc(S(=O)(=O)Nc2ccc3c(c2)C(=O)N([C@H](C)CO)C[C@@H](C)[C@@H](CN(C)Cc2ccc(C(=O)O)cc2)O3)cc1 | -15.0 | 11.3 |
| C[C@@H]1CN([C@@H](C)CO)C(=O)Cc2cc(NC(=O)C3CCCCC3)ccc2O[C@@H]1CN(C)C(=O)Nc1ccc(F)cc1 | 2.7 | -1.3 |
| CNC[C@H]1Oc2c(NC(=O)Nc3c(C)noc3C)cccc2C(=O)N([C@@H](C)CO)C[C@@H]1C | -28.3 | 5.9 |
| CC(C)NC(=O)Nc1cccc2c1O[C@H](CN(C)C(=O)Nc1ccc(C(F)(F)F)cc1)[C@H](C)CN([C@H](C)CO)C2=O | 44.1 | -4.9 |
| C[C@H](CO)N1C[C@H](C)[C@H](CN(C)S(=O)(=O)c2cccs2)Oc2ccc(NC(=O)CCC(F)(F)F)cc2C1=O | -13.9 | x |
| COc1ccc(CN(C)C[C@H]2Oc3ccc(NC(=O)NC(C)C)cc3C(=O)N([C@@H](C)CO)C[C@H]2C)cc1 | 4.9 | -3.6 |
| CC(C)NC(=O)Nc1ccc2c(c1)C(=O)N([C@H](C)CO)C[C@@H](C)[C@H](CN(C)S(=O)(=O)c1ccc(F)cc1)O2 | -1.1 | -0.3 |

Bioassay records: PubChem BioAssay, Broad Institute
